# Myeloid diff MLP = promotes myeloid progenitor differentiation | ER-HoxA9 myeloid progenitors, lysozyme-GFP differentiation, flow cytometry | calls only at 10 µM | actives 1% (n = 360,000) | AID 624256;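 active = normalized GFP-positive differentiation at or above the plate's own cutoff, the solvent-only control mean plus 3 SD; inconclusive = no clear call, values can overlap the other calls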;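 note: cells exposed to compound for four days before flow analysis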
# Large T inhibition = TAg ATPase/helicase activity blockers – biochemical (AID 1903) | SV40 large T antigen ATPase/helicase inhibition assay; higher % means a stronger effect | one-dose inhibition, % at 20 µM; IC50 in µM for titrated hits | actives 0.39% (n = 310,000); in the data active = a potency from the dose series; inconclusive = inhibition mostly from about 32% at the one dose, without a potency; inactive = the rest, 99 in 100 with inhibition below about 32%; note: strong numbers were not always called active
# T cell modulator = modulates CD8 T cell binding to vesicles; 2C CD8+ T cell-vesicle binding, flow cytometry; hits give low values; calls only at 7 µM; actives 0.068% (n = 330,000);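 active = response, share of CD8 T cells binding vesicles, and their 90th percentile fluorescence all below set limits, cut at about 80% in these data, passing the limit was not always enough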
#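 Benchmarks: naked versus QL9-loaded vesicles / Assay system: purified 2C TCR transgenic mouse naive CD8+ T cells / Technique: high-throughput flow cytometry with anti-B7-1 and anti-CD8 staining / Timing: Cell–vesicle co-incubation 1.5 h at 37 °C, staining 20 min on ice / Read-out: percent CD8+ FL2 mean versus row control / Probe or stimulus: QL9-loaded Drosophila micro-vesicles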
# K1F lysis inhibition = protection from phage-mediated lysis, alamar blue read-out – E. coli UTI89, K1F phage, bacterial capsule biogenesis inhibitors (AID 488966); actives 0.02% (n = 340,000); E. coli UTI89 K1F phage lysis, alamar blue, 2 h; higher % means a stronger effect; inhibition, % at 100 µM; hits with a dose series show IC50 in µM;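 active = phage lysis inhibition, versus mean bacterial control, above a set limit; inconclusive = no clear call, values can overlap the other calls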;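 note: capsule biogenesis inhibitors block K1F phage lysis so surviving cells raise fluorescence; higher fluorescence means more inhibition of phage lysis; actives were called in the ten point dose series up to 300 µM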
# RSV CPE inhibition = inhibition of RSV-induced cytopathic effect – HEp-2 cells, primary 10 µM value included (AID 2391); HEp-2 cells, RSV-induced CPE inhibition; higher % means a stronger effect; actives 0.13% (n = 310,000); CPE inhibition, % at 10 µM, or IC50 in µM where a hit was titrated; in the data active = a potency from the dose series; inconclusive = CPE inhibition mostly from about 23% at the one dose, without a potency; inactive = the rest, 99 in 100 with CPE inhibition below about 21%; note: strong numbers were not always called active
# TNAP activators = human TNAP enzyme activators, primary screen, biochemical, luminescent, no phosphate acceptor, uHTS (AID 1001); purified TNAP, luminescent activation assay, no phosphate acceptor; higher activation fold means a stronger effect; activation fold at 20 µM; hits with a dose series show EC50 in µM; actives 0.03% (n = 200,000); in the data active = activation fold from about 3, or a potency from the dose series; inactive = the rest, 99 in 100 with activation fold below about 1.6; note: many of its hits are not listed in these tables
# PhoP inhibition = inhibitors of PhoP regulon expression, primary screen, Salmonella Typhimurium, GFP reporter (AID 1863) | S. Typhimurium PhoP-regulated promoter GFP reporter, 4 h; higher % means a stronger effect | inhibition, % at 50 µM, or IC50 in µM where a hit was titrated | actives 0.16% (n = 300,000);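 active = inhibition over 29.93%, a cutoff 3 SD above the screen mean, later confirmed by dose response; inconclusive = inhibition over 29.93% but no dose response follow-up; inactive = inhibition at most 29.93% or unconfirmed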;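 note: 0% = low Mg2+ inducing control and 100% = high Mg2+ repressing control; strong numbers were not always called active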
# MgcRacGAP inhibition = MgcRacGAP GTPase-activating activity inhibitors, confirmation, biochemical, ADP Hunter fluorescence | actives 0.6% (n = 340,000) | MgcRacGAP-stimulated Rac1 GTP hydrolysis, ADP Hunter fluorescence; higher % means a stronger effect; GST-tagged Rac1 F28L mutant substrate | inhibition, % at 30 µM, or IC50 in µM where a hit was titrated;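 active = first-screen hits whose inhibition reached a set limit at any dose in the follow-up dose series; inconclusive = inhibition above the set first-screen limit but never retested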;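 note: fluorescence reports GDP produced by GAP-driven GTP hydrolysis; strong numbers were not always called active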
# NTR1 agonist = agonists of NTR1, primary screen, imaging, U2OS cells, beta-arrestin-GFP, high content (AID 493036); P30989; NTR1-U2OS beta-arrestin-GFP spot imaging, agonist mode; activation, % at 20 µM; actives 0.17% (n = 330,000);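 active = activation at or above 40% of the spot to cytoplasm intensity ratio, with at least 20 cells analyzed; inconclusive = wells under 20 cells, flagged as cytotoxic or low count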;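 note: 0% = DMSO without peptide and 100% = 100 nM NTR1 peptide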
# Target sequence (P30989 whole entry, looked up): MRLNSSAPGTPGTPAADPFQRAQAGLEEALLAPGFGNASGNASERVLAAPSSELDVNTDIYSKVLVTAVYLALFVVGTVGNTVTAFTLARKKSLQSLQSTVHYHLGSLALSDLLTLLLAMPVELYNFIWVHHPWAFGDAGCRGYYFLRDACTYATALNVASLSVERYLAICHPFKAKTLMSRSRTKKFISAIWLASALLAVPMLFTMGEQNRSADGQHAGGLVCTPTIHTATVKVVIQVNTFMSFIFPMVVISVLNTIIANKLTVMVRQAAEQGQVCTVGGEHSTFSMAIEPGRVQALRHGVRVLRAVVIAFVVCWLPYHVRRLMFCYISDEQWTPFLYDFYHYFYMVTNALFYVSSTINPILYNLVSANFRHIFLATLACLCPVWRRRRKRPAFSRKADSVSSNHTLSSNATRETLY
# T cell modulator vesicle-bound % = second read-out of T cell modulator, no call of its own (marks repeat the call); double positive events, %; measured here: CD8+ vesicle-bound cell fraction;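 binding gate set so that unloaded-vesicle control wells show 10% double positive cells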
# NTR1 agonist cell count 20 µM = second read-out of NTR1 agonist, no call of its own (marks repeat the call); cell count; measured here: cell count, cytotoxicity flag
# Myeloid diff MLP GFP+ MAC1+ % = recorded beside Myeloid diff MLP, whose call it bears; GFP+ MAC1+ double positive, %; measured here: differentiation confirmed by MAC1 staining
# Numbers without * were called inactive; i = inactive; ? = inconclusive; . = no result given; [ ] = dose if it differs, or a comment.
SMILES,Myeloid diff MLP,Myeloid diff MLP GFP+ MAC1+ %,Large T inhibition,T cell modulator,T cell modulator vesicle-bound %,K1F lysis inhibition,RSV CPE inhibition,TNAP activators,PhoP inhibition,MgcRacGAP inhibition,NTR1 agonist,NTR1 agonist cell count 20 µM
COC(=O)C(C(=O)NCC1CCCO1)C1CCCCCC1 (stereo not given),i,0.5,-1%,i,21,0.4%,0.9%,1.1,-2%,13%,2.2,60
COc1cccc(CNC(=O)c2nnn(-c3ccc(OC(F)(F)F)cc3)c2N)c1,i,2.4,14%,i,53,-0.5%,3.3%,1.1,-8%,-1%,0.0,69
COc1ccc(N2CCN(C(=O)c3ccc(C)c(NC(=O)c4ccco4)c3)CC2)cc1,i,0.9,34%,i,68,0.1%,1.8%,.,-3%,?,1.6,68
Cc1ccc(NC(=O)c2cc(N3C(=O)C4CCCCC4C3=O)ccc2N2CCOCC2)cc1 (stereo not given),i,0.3,.,i,40,0.5%,2.8%,1,.,15%,0.6,41
COc1ccccc1OCC(=O)NCCSCc1cccc(Cl)c1,i,0.5,18%,i,31,1.9%,16%,1.1,-4%,13%,-0.8,50
COc1ccc(N2CCN(C(=S)NCCc3ccccc3)CC2)cc1,i,1.3,.,i,26,-2.6%,4.0%,.,.,5%,-1.6,84
COc1ccc(NC(=O)COC(=O)c2n[nH]c3ccccc23)c(OC)c1,i,0.2,.,i,50,0.2%[50 µM],1.2%,.,.,9%,-0.5,59
C=CC[C@@H](CC(=O)N[C@H](CO)Cc1ccccc1)C(=O)N[C@H](COC(=O)[C@@H](CC=C)CC(=O)OC(C)(C)C)Cc1ccccc1,i,0.5,.,i,13,-1.2%,.,.,.,1%,10,54
O=C(Cc1cn2ccsc2n1)OCc1nc2ccccc2s1,.,.,7%,i,30,.,2.0%,1.1,14%,.,-0.8,62
COc1ccc(C2CCCN2C(=S)Nc2cccc(C)c2)cc1OC (stereo not given),i,0.5,11%,i,20,0.2%,5.8%,1.1,-6%,5%,2.3,53
O=c1c(CN2CCN(Cc3ccccc3F)C(CCO)C2)coc2ccccc12 (stereo not given),i,0.5,5%,i,59,0.2%,3.4%,.,3%,4%,-1.7,53
CS(=O)(=O)N(CC(=O)NCCSCc1ccco1)c1ccc2c(c1)OCO2,i,0.7,7%,i,24,-1.0%,-0.9%,1.1,-5%,3%,-0.7,45

# Single entries from above.
# COc1ccccc1OCC(=O)NCCSCc1cccc(Cl)c1 in K1F lysis inhibition is entered as 1.9%
# COc1cccc(CNC(=O)c2nnn(-c3ccc(OC(F)(F)F)cc3)c2N)c1 in Myeloid diff MLP GFP+ MAC1+ % is entered as 2.4

# Additional results
SMILES,Myeloid diff MLP,Myeloid diff MLP GFP+ MAC1+ %,Large T inhibition,T cell modulator,T cell modulator vesicle-bound %,K1F lysis inhibition,RSV CPE inhibition,TNAP activators,PhoP inhibition,MgcRacGAP inhibition,NTR1 agonist,NTR1 agonist cell count 20 µM
CC1CCCC(C)N1C(=O)CSCc1ccc(Cl)cc1 (stereo not given),i,0.3,1%,i,36,0.5%,4.2%,1,-10%,6%,-1.9,97
NS(=O)(=O)c1ccc(NC(=O)c2ccc3c(c2)CCCC3)cc1,i,2.6,18%,i,18,0.3%,-0.3%,.,-6%,4%,0.3,62
COCCn1c(=O)[nH]c2cc(C(=O)N3CCN(c4ccccc4)CC3)ccc2c1=O,i,0.5,-5%,i,17,0.1%,-0.1%,.,7%,4%,-0.8,53
N=c1c2c(-c3ccccc3)c(-c3ccccc3)oc2ncn1CCCN1CCOCC1,i,0.6,8%,i,26,-0.4%,-0.2%,0.9,5%,6%,-1.2,88
CC(=O)Nc1ccc(C23CC4CC(CC(C4)C2)C3)cc1,?,.,7%,i,16,0.9%,7.8%,.,-8%,3%,12,55
O=c1[nH]c(/C=C\c2ccc(O)c(Cl)c2)nc(O)c1[N+](=O)[O-],i,1.3,23%,i,54,-0.1%,1.9%,.,11%,?,-0.5,91
COc1ccc(-n2nc(C(=O)NCC(=O)N3CCN(Cc4ccccc4)CC3)c3ccccc3c2=O)cc1,i,0.9,13%,i,48,0.2%,0.8%,.,-5%,7%,6.0,47
COCCn1c(SCC(=O)N2CCCc3ccccc32)nc2c(c1=O)SC(C)C2 (stereo not given),i,4.0,-1%,i,42,-0.8%,1.0%,1,-6%,3%,2.1,75
CCCOC(=O)c1c(N)sc2c1CCC2,i,0.8,18%,i,5,0.1%,1.9%,1.1,-18%,5%,0.5,79
COc1cccc(-c2nnc(SCC(=O)N3CC(C)CC(C)C3)o2)c1 (stereo not given),i,5.4,14%,i,57,5.9%,0.0%,1.1,8%,6%,8.0,48
O=C(Nc1nn[nH]n1)c1cc(-c2ccc(Cl)c(Cl)c2Cl)nc2ccccc12,i,0.5,8%,i,28,0.2%,5.3%,1.3,3%,10%,0.0,58
C/C(=N/NC(=O)Cn1nc2ccccc2n1)c1ccc(F)cc1,i,0.4,-3%,i,26,0.5%[50 µM],1.2%,1,-3%,6%,1.0,59
Cc1ccc(S(=O)(=O)N2CCC(c3nc4c(nnn4Cc4ccccc4)c(=O)[nH]3)CC2)cc1,i,0.2,6%,i,36,.,10%,1.1,8%,.,3.3,37
O=C(NCC(c1ccc(F)cc1)N1CCOCC1)c1nn(-c2ccccc2)c(=O)c2ccccc12 (stereo not given),i,1.7,.,i,17,0.8%[50 µM],-1.3%,.,.,0%,0.2,48
Cn1c(SCC(=O)N/N=C/c2ccc(O)c(O)c2)nc2ccccc21,i,1.2,3.3µM*,i,10,1.3%,-0.2%,.,-8%,?,1.2,61
Nc1ccc(CN2CCOCC2)cc1,i,0.8,22%,i,6,-0.2%,0.6%,1.1,-2%,4%,-0.5,46
N#C/C(=N\Nc1ccc(S(=O)(=O)N2CCCCC2)cc1)C(N)=S,i,0.3,12%,i,7,3.5%[50 µM],3.3%,0.8,-19%,10%,2.4,39
NNC(=S)NC1CCCCCCCCCCC1,i,0.5,3%,i,44,-1.0%,-0.6%,.,-12%,1%,9.2,37
CCOC(=O)N1CCN(Cc2nc3cc(NC(=O)C(C)C)ccc3n2C)CC1,i,0.7,4%,i,65,0.2%,3.3%,.,0%,8%,2.8,77
COCCCNC(=O)C1Cc2cc(S(=O)(=O)N3CCCC3)ccc2N1C(C)=O (stereo not given),i,1.6,-7%,i,59,-0.1%,-0.1%,.,2%,9%,-0.3,68
O=S(=O)(Cc1ccccc1)N1CCC(c2nc(-c3cccs3)no2)CC1,i,1.0,3%,i,30,2.4%,1.1%,1.1,1%,-1%,2.0,65
CSc1ccc(/C=N/NC(=O)c2ccc(-n3cnnn3)cc2)cc1,i,0.4,.,i,3,0.3%[50 µM],0.2%,.,.,7%,0.2,101
Cc1ccccc1SCC(=O)Nc1cccc(C#N)c1,i,1.3,-4%,i,44,0.2%,4.8%,1.2,-2%,13%,6.1,55
Cc1cccc(C)c1NC(=O)N1C2CCCC1CC(NC(=O)C(C)(C)C)C2 (stereo not given),i,0.9,11%,i,34,1.7%,1.4%,1.1,1%,5%,-0.5,76
CC1=NN(c2ccccc2C(=O)O)C(=O)C1N=Nc1ccccc1 (stereo not given),i,0.6,30%,i,62,0.2%,14%,.,-7%,9%,2.2,59
Cc1ccc(-c2csc3ncnc(SCC(=O)NCC4CCCO4)c23)cc1 (stereo not given),i,0.2,.,i,36,-0.4%[50 µM],1.8%,.,.,3%,2.6,88
Cc1ccc(N(C(=O)c2cc3ccccc3oc2=O)C2C=CS(=O)(=O)C2)cc1 (stereo not given),i,0.3,0%,i,6,1.2%[50 µM],4.5%,1.1,7%,3%,0.6,59
Cc1ccc(C)c(S(=O)(=O)NNC(=O)Nc2ccccc2Cl)c1,i,0.2,-1%,i,64,0.2%[50 µM],-0.3%,.,9%,1%,0.0,53
COc1ccc(/C=C(\NC(=O)c2ccc([N+](=O)[O-])cc2)C(=O)NCCCN2CCOCC2)cc1,i,0.0,8%,i,28,0.1%,-0.3%,.,8%,7%,-0.1,33
Cc1ccc(NC(=O)c2cnn(-c3ccccc3)c2C)cc1C,i,0.4,6%,i,58,0.4%,?,.,-7%,12%,1.9,62
N#Cc1cccc(C#N)c1N1CCC(C#N)CC1,i,0.4,21%,i,40,.,-0.4%,1.1,-4%,.,0.1,85
Cc1cc(N2CCC(C(=O)NC3CCCCC3)CC2)nc(-c2ccccc2)n1,i,0.9,2%,i,53,1.1%,-0.2%,1,-16%,6%,0.0,95
O=C(CNCC1CCCCC1)Nc1ccc(OC(F)(F)F)cc1,i,0.2,6%,i,54,0.2%[50 µM],-3.7%,1.1,4%,20%,6.3,56
COC(=O)c1ccc(C23CC4(C2)[C@H](CN(Cc2cccnc2)[C@@H]4c2ccccc2)C3c2ccccc2)cc1 (stereo not given in full),i,1.5,4%,i,47,0.8%,-0.6%,.,0%,0%,1.6,77
COc1ccccc1NC(=O)C(C)OC(=O)CCNS(=O)(=O)c1ccc(C)c(C)c1 (stereo not given),i,1.7,17%,i,43,0.4%[50 µM],-1.4%,.,12%,-5%,-0.4,49
CCc1cc(=O)n2[nH]c(C)c(-c3ccc(OC)cc3)c2n1,i,0.4,20%,i,42,-1.9%,-0.4%,.,-3%,7%,-0.9,49
COc1cc(NC(=O)CSc2nc(C)c(C)c(C)n2)cc(OC)c1,i,0.5,10%,i,35,5.2%,18%,1.1,-5%,3%,-1.5,63
CCn1c(N2CCN(CC(=O)c3ccc(OC)cc3)CC2)nc2ccccc21,i,0.0,2%,.,.,0.2%,.,0.9,0%,5%,.,.
CC(C)[C@H](NC(=O)[C@@H]1Cc2ccccc2CN1C(=O)OC(C)(C)C)C(=O)NCC1CCC(C(=O)O)CC1 (stereo not given in full),i,0.5,1%,i,39,0.2%,-0.1%,.,-6%,10%,0.2,72
NS(=O)(=O)c1ccc(CCNC(=O)C2CCCN2C(=O)OCc2ccccc2)cc1 (stereo not given),i,0.6,-1%,i,50,0.4%,2.0%,1.1,0%,13%,3.3,51
Cc1ccc(C(=O)N2CCc3cc4c(cc3C2C)OCCCO4)cc1 (stereo not given),i,0.8,8%,i,8,0.1%,10%,.,1%,12%,-0.5,71

# Hits appear at their usual frequency (roughly 2.3% active in at least one column).
